# Yeast growth tox = Compounds toxic to wild-type S. cerevisiae growth; growth inhibition, % at 25 µM (by protocol); A595 turbidity, 16 h; hit rate 0.3% among 30,000;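 active means mutant and wild-type yeast strains alike exhibit over 30% growth inhibition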;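 further: 0% = untreated cell controls and 100% = YPD media blanks without cells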
#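 Incubation: 16 h growth with compound, 30 °C; Material: S. cerevisiae wild-type or eIF2Bepsilon-R284H mutant strain; Signal: turbidity measured as absorbance at 595 nm; Medium: YPD yeast growth medium; Measure: growth inhibition (%) versus cell controls and blanks; Doses: 25 µM single dose.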
# eIF2B yeast act = modulators of yeast eIF2B activity. inhibition, % at 25 µM (by protocol). S. cerevisiae eIF2B-epsilon R284H, GCN4-lacZ luminescence. hit rate 0.91% among 27,000;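 active means mutant luminescence inhibited past about 50% while wild type luminescence and mutant growth stay under set limits, limit read from the data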; further: some compounds called inactive have numbers as strong as hits
#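 material = yeast eIF2B-epsilon R284H mutant carrying GCN4–beta-galactosidase fusion | schedule = 16 h growth with compound at 30 °C, 90 min Beta-Glo step | measured by = luminescence and A595 | compound dosing = one concentration, 25 µM, 0.25% DMSO | read-out basis = % inhibition of reporter signal and growth versus controls | buffer or medium = YPD medium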
# Yeast growth tox inhibition % = second read-out of Yeast growth tox, no call of its own (marks repeat the call); growth inhibition, %; S. cerevisiae eIF2Bepsilon-R284H mutant growth, A595 turbidity, 16 h;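 each compound tested once at 25 µM; 0% equals untreated cells and 100% equals cell-free medium blanks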
# eIF2B yeast act mutant toxicity = recorded beside eIF2B yeast act, whose call it bears; growth inhibition, %; measured here: mutant yeast growth, toxicity;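 each compound tested once at 25 µM; zero equals untreated control growth and 100 equals blank medium absorbance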
# * marks the source's active call; other numbers are inactive results; nt = no result given. The list is partial; rates above refer to the full screens.
No.	compound	Yeast growth tox	Yeast growth tox inhibition %	eIF2B yeast act	eIF2B yeast act mutant toxicity
1	CCC/C(O)=C1\C(=O)CC(C)(C)CC1=NCCO	5.0	-38.2	2.2	-38.2
2	O=C(C1CC1)N1CCc2cc(Br)cc(S(=O)(=O)NCc3ccc4c(c3)OCO4)c21	4.7	3.9	8.0	3.9
3	CCCCCCN1CC(O)=C(c2nc3ccccc3[nH]2)C1=N	2.2	-4.0	23.8	-4.0
4	Cc1[nH]c(=O)c(C#N)c2c1CSC(C)(C)C2	5.4	-25.0	44.3	-25.0
5	O=C(Nc1cccc2nsnc12)C1CC(=O)N(c2ccccc2)C1 (centres undefined)	10.8	19.1	-13.5	19.1
6	Cc1cccc(N2CCN(C(=O)C(C)C)CC2)c1C	41.0	20.0	nt	nt
7	COc1cc(NC(=O)c2ccccc2)c(OC)cc1Cl	8.6	18.8	-3.2	18.8
8	COc1cc(C(=O)Nc2c(C)cc(C)cc2C)c(-n2cnnn2)cc1OC	4.2	-8.0	19.5	-8.0
9	Cc1cc(OCC(=O)O)c2ccccc2n1	2.5	3.5	13.7	3.5
10	CC(NC(=O)c1ccc(Br)s1)C1CCCO1 (centres undefined)	31.2	16.1	14.8	16.1
11	Oc1ccc(Cl)cc1-c1cc(-c2ccco2)[nH]n1	10.7	33.3	-20.7	33.3
12	COc1cc(S(=O)(=O)N2CCC(N3CCCCC3)CC2)ccc1-n1cnnn1	-8.7	11.8	34.6	11.8
13	CC(C)NS(=O)(=O)c1ccc(CCC(=O)Nc2ccc3c(c2)OCO3)cc1	24.6	8.8	-34.8	8.8
14	CC(=O)Nc1ccc2oc(-c3cc(F)c(F)cc3Cl)nc2c1	-2.8	6.2	14.3	6.2
15	O=S(=O)(c1cccs1)N1CCC(Cc2ccccc2)CC1	nt	nt	0.0	nt
16	O=C(Nc1ccccc1C(=O)O)c1ccc(Cl)c(S(=O)(=O)N2CCOCC2)c1	4.3	11.5	-5.4	11.5
17	Cc1cccc(N2CC(=O)N(c3cccc(C)c3)CC2=O)c1	4.1	4.5	22.6	4.5
18	COc1ccccc1/C=N/n1c(N)c(S(=O)(=O)c2cccs2)c2nc3ccccc3nc21	-6.9	-2.6	nt	nt
19	c1ccc(-c2nnc(-c3ccccn3)nc2NC2CCCCC2)cc1	35.2	-3.0	17.4	-3.0
20	CCn1c(CNc2ccc(F)cc2)nnc1SCC(=O)Nc1ccc(OC)cc1OC	9.3	-9.1	15.8	-9.1
21	O=C1c2ccccc2NC(c2ccccn2)N1c1ccccc1F (centres undefined)	11.9	6.5	nt	nt
22	O=C(CNC(=O)C1CCCCC1)NC1=NCCS1	-2.7	16.0	16.6	16.0
23	Cc1ccc(CSCCNC(=O)CN2C(=O)c3ccccc3S2(=O)=O)cc1	-6.1	3.3	-3.6	3.3
24	CCCCn1c(SCC(=O)Nc2cccc(OC)c2)nc2ccc(N3CCOCC3)cc2c1=O	-13.5	-10.0	28.9	-10.0
25	O=C(CCCSc1nc(-c2ccco2)cc(C(F)(F)F)n1)NCc1cccs1	-16.6	-3.9	-8.8	-3.9

# Copied from above: compounds 1–5
No.	compound	Yeast growth tox	Yeast growth tox inhibition %	eIF2B yeast act	eIF2B yeast act mutant toxicity
1	CCC/C(O)=C1\C(=O)CC(C)(C)CC1=NCCO	5.0	-38.2	2.2	-38.2
2	O=C(C1CC1)N1CCc2cc(Br)cc(S(=O)(=O)NCc3ccc4c(c3)OCO4)c21	4.7	3.9	8.0	3.9
3	CCCCCCN1CC(O)=C(c2nc3ccccc3[nH]2)C1=N	2.2	-4.0	23.8	-4.0
4	Cc1[nH]c(=O)c(C#N)c2c1CSC(C)(C)C2	5.4	-25.0	44.3	-25.0
5	O=C(Nc1cccc2nsnc12)C1CC(=O)N(c2ccccc2)C1 (centres undefined)	10.8	19.1	-13.5	19.1

# Going on with the list:
No.	compound	Yeast growth tox	Yeast growth tox inhibition %	eIF2B yeast act	eIF2B yeast act mutant toxicity
26	Cc1cc(Cl)ccc1OCC(=O)N1C(C)CCCC1C (centres undefined)	nt	nt	10.6	nt
27	CC(C)(C)NC(=O)Cn1ccc(=N)c2ccccc21	-10.3	-9.1	-6.3	-9.1
28	O=C(C1CCN(C2CC(=O)N(c3ccc(Cl)cc3)C2=O)CC1)N1CCOCC1 (centres undefined)	nt	nt	26.7	nt
29	Cc1ccc(Cl)cc1N1CCN(C(c2cccnc2)c2nnnn2C2CCCCC2)CC1 (centres undefined)	-3.1	9.1	19.1	9.1
30	CC(=O)NC1(C(F)(F)F)NC(=O)N(CC(C)C)C1=O (centres undefined)	-13.9	4.5	9.0	4.5
31	O=CN(Cc1ccco1)C1(C(=O)NC2CCCCC2)CCCCC1	nt	nt	-48.5	nt
32	O=C(O)c1cc(-c2ccccc2)n[nH]1	10.2	0.0	-15.2	nt
33	COCCN1C(=O)c2ccc(C(=O)NCc3cccnc3)cc2C1=O	-9.3	-6.5	32.7	-6.5
34	CC(C)Nc1nc(SCC(N)=O)nc(N2CCOCC2)n1	17.6	12.9	-4.5	12.9
35	O=C(Nc1cccc2ccccc12)OC1C=CS(=O)(=O)C1 (centres undefined)	8.1	0.0	-12.7	nt
36	CCNC(=O)CSc1nnc(-c2cccc(S(=O)(=O)N(CC)CC)c2)n1CCc1ccccc1	-5.6	-13.6	-4.6	-13.6
37	Cc1ccc2c(c1)NCC(C(=O)NC1CCCCC1)O2 (centres undefined)	24.7	8.3	7.2	8.3
38	C/C(=N\NS(C)(=O)=O)c1ccccc1	24.2	15.4	nt	nt
39	Cc1ccc(-c2cnc(NC(=O)CCC(=O)N3CCCCC3)n2C)cc1	-6.2	-9.1	20.9	-9.1
40	CC(=O)Nc1cccc(NC(=O)c2c(-c3ccccc3)noc2C)c1	6.9	3.5	19.8	3.5
41	CCCNc1c(N)n(-c2ccccc2)c(=O)[nH]c1=O	5.2	2.7	11.4	2.7
42	CCCCSc1nnc2c(n1)[nH]c1ccccc12	-4.4	5.4	-13.4	5.4
43	CCOc1ccc(C2C(C#N)=C(N)N3C(=C2C#N)Sc2ccccc23)cc1 (centres undefined)	0.3	-2.6	53.5*	nt
44	CCOC(=O)CCC(=O)Nc1ccc(S(=O)(=O)N2CCC(C)CC2)cc1	1.6	-4.5	14.6	-4.5
45	COc1ccc(Nc2cc(C(=O)NCCCN3CCN(C)CC3)c3ccccc3n2)c(OC)c1	5.7	25.8	32.4	25.8
46	CCCc1ncc(C(O)c2cccc3ccccc23)n1C (centres undefined)	nt	nt	-8.2	nt
47	COc1cccc(NC(=O)Cc2nnc(SCCOc3ccccc3)n2C)c1	-6.0	0.0	nt	nt
48	CC1(C)SCC2C(=O)N3C(CSC3(C)C)C(=O)N21 (centres undefined)	6.5	0.0	17.6	nt
49	CCC(C)c1c(O)nc(SCC(=O)c2ccccc2)[nH]c1=O (centres undefined)	-5.0	0.0	23.2	nt
50	Cc1cccc(-n2c(O)c(C=Nc3ccc4c(c3)OCO4)c3ccccc3c2=O)n1	-13.4	-3.1	37.9	-3.1
51	CCc1cccc(NC(=O)c2snc3c(=O)[nH]cnc23)c1	8.1	-9.1	7.6	-9.1
52	COc1cccc(NC(=O)CNC(=O)c2ccccc2)c1	1.4	-9.1	-5.1	-9.1
53	O=C(COC(=O)c1n[nH]c2ccccc12)NC(=O)NC12CC3CC(CC(C3)C1)C2	-30.4	-24.1	19.5	-24.1
54	CS(=O)(=O)N1CCN(c2ccc(NC(=O)c3cccnc3Cl)cc2)CC1	8.5	12.8	nt	nt
55	COc1ccc(-c2cc(=O)oc3cc(OCc4nn[nH]n4)ccc23)cc1	8.0	14.0	18.1	14.0
56	CC(C(=O)O)N1C(=O)c2ccccc2C1=O (centres undefined)	5.0	11.1	0.0	11.1
57	O=C(CSc1nc2c(c(=O)n1-c1ccc(F)cc1)SCC2)NCc1ccco1	-7.0	4.8	10.5	4.8
58	O=C(CSc1nc2ncccc2[nH]1)c1ccc(F)cc1	nt	nt	7.7	nt
59	O=C(Nc1nc(-c2ccc3c(c2)OCCO3)cs1)c1ccc(S(=O)(=O)N2CCCCC2)cc1	7.3	-10.0	20.1	-10.0
60	S=C(NN=C1CCCCCC1)Nc1ccc(Cl)cc1	17.5	2.6	nt	nt
61	COc1ccc(N2CC(C(=O)Nc3ncccc3C)CC2=O)cc1 (centres undefined)	-4.4	3.7	nt	nt
62	O=C(CCn1cccc1)Nc1cc(F)ccc1F	-1.1	9.5	18.8	9.5
63	CCCCSc1nnc2[nH]c(=O)cc(N)n12	14.6	23.8	19.4	23.8
64	CC1CCC2(CC1)N=C(N)Nc1nc3ccccc3n12 (centres undefined)	-33.2	-15.0	21.4	-15.0
65	O=c1c2ccccc2nc2c3ccccc3c(NCCN3CCOCC3)nn12	14.0	-14.3	-2.0	-14.3
66	CC1CCN(C(=O)C2CC(c3ccc(F)cc3)=NO2)CC1 (centres undefined)	0.7	3.7	24.1	3.7
67	COc1ccc(OC)c(NC(=O)CSc2ccc3ccccc3c2)c1	14.3	-4.8	-5.9	-4.8
68	CCn1c(SCC(=O)Nc2ccccc2C)nnc1-c1ccccc1O	5.4	-4.8	21.2	-4.8
69	CCOC(=O)C1C(=O)C(C(C)=O)C(=O)CC1CC(C)SCC (centres undefined)	18.1	8.1	12.6	8.1
70	O=C(c1ccc(=O)oc1)N1CCN(C(c2ccccc2)c2ccccc2)CC1	6.2	41.4	-33.8	41.4
71	COc1ccc(CCn2c(SCC(=O)Nc3cc(C)on3)nc3ccsc3c2=O)cc1OC	-19.2	10.3	5.7	10.3
72	Cc1cc(C)n(C2CC(=O)N(c3ccccc3)C2=O)n1 (centres undefined)	11.3	-12.5	2.9	-12.5
73	O=C(COC(=O)c1cccnc1Cl)c1cccc(Cl)c1	26.5	10.8	16.4	10.8
74	CNc1nc(OCCNC(=O)Nc2ccccc2)nc(N2CCOCC2)n1	4.5	19.6	nt	nt
75	Brc1cnn(-c2nc(N3CCOCC3)nc(N3CCOCC3)n2)c1	-17.6	10.7	51.6*	nt

# Next records
No.	compound	Yeast growth tox	Yeast growth tox inhibition %	eIF2B yeast act	eIF2B yeast act mutant toxicity
76	CC1(C)NC(=O)N(CC(O)CNC23CC4CC(CC(C4)C2)C3)C1=O (centres undefined)	-0.7	0.0	7.3	nt
77	Cc1c(Cl)ccc2c1NC(=O)[C@]21N[C@@H](Cc2ccccc2)[C@H]2C(=O)N(c3ccc(F)cc3)C(=O)[C@H]21	-13.0	5.6	35.1	5.6
78	CCC(=O)Nc1ccc2nc(C3CC3)n(Cc3ccccc3)c(=O)c2c1	-20.3	-26.2	19.2	-26.2
79	CCCc1sc(N/N=C/c2ccccn2)nc1-c1ccc(Br)cc1	14.8	13.3	-7.1	13.3
80	COc1ccc(C(=O)/C=C/c2cn(CN3CCN(C)CC3)c3ccccc23)cc1	-6.3	0.0	2.0	nt
81	O=C(NC1CC2CCC(C1)N2Cc1ccco1)c1ccccc1 (centres undefined)	-25.3	-16.7	32.8	-16.7
82	Cc1cc(C)nc(-n2nc(C)cc2NC(=O)CNC2CCCCC2)n1	-0.7	4.8	7.6	4.8
83	O=C(Cn1nnc2ccccc21)C1CC1	6.6	-9.1	18.4	-9.1
84	COc1ccccc1CN(CC(=O)NCC1CCCO1)C(=O)CNS(=O)(=O)c1ccc(C)cc1 (centres undefined)	10.0	17.2	10.8	17.2
85	CCC(=O)NCCc1c[nH]c2ccccc12	-8.5	-27.8	8.6	-27.8
86	CCOC(CNC(=O)c1ccc2c(c1)nc(C)n2-c1cccc(F)c1)OCC	-1.1	2.3	16.4	2.3
87	O=C(O)c1cnn2c(C(F)(F)F)cc(-c3ccco3)nc12	17.4	-29.2	32.6	-29.2
88	OC(c1cccs1)c1nccc2ccccc12 (centres undefined)	13.3	10.7	21.6	10.7
89	CCOC(=O)CCCNC(=O)c1cncc(O)c1	24.5	10.9	nt	nt
90	Nc1[nH]nc2nc(NCc3ccccc3)c3c(c12)CCN(Cc1ccccc1)C3	14.0	-17.4	38.0	-17.4
91	Cn1c(SCc2cccnc2)nc2cccnc21	7.8	0.0	nt	nt
92	O=C(c1ccc(N2CN(C(=O)c3ccco3)c3nc4ccccc4nc32)cc1)N1CCOCC1	-29.2	-40.0	3.2	-40.0
93	COC(=O)CN(c1ccccc1)S(=O)(=O)c1ccc(F)cc1	9.4	-4.3	11.2	-4.3
94	Cc1cc(C)n(-c2ccc(C(=O)N3CCc4ccccc43)cc2)n1	-1.1	2.7	42.8	2.7
95	COc1ccc(S(=O)(=O)N(C)c2ccc(C(=O)NCC3CCCO3)cc2)cc1 (centres undefined)	7.6	20.0	2.5	20.0
96	Cc1[nH]nc2c1C(c1ccc(F)cc1)C(C#N)=C(N)O2 (centres undefined)	-0.6	-9.1	19.5	-9.1
97	Cc1ccccc1C(=O)NC1CCN(CC(=O)Nc2c(C)cccc2C)CC1	0.0	-3.3	nt	nt
98	COc1ccc(N2CCCCn3c2nc2c3c(=O)[nH]c(=O)n2C)cc1	23.3	0.0	nt	nt
99	O=C(CC(Cc1ccccc1)c1ccco1)NC1CCCCC1 (centres undefined)	-4.6	10.5	nt	nt

# Bioassay records as filed in PubChem.
